# Compound activity as filed in PubChem.
# Akt phos inh = HTS Assay for Inhibitors of Akt Phophorylation: Primary Screen | Neuro2A IGF-stimulated pAkt S473 HTRF, 20 min; hits give low values | AID 651550, 2012 | activity change, % for hits at 50 µM | actives 0.32% (n = 360,000); in the data active = activity change below about -80%; inconclusive = mostly about -51% to -80%; also: % is scaled to controls: 0 for no effect and ±100 for the full control effect
#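 Single-point screen (50 µM final compound) in Neuro2A cells stimulated 20 min with 6 nM IGF at 37 deg C. After lysis, Ser473-phosphorylated Akt read by HTRF (ex 330 nm, em 615/665 nm) as the 665/615 ratio.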
# Abeta rescue = qHTS for compounds that reverse cellular toxicity of Amyloid beta (A-beta) peptide in yeast: Primary Screen; yeast expressing A-beta42, growth rescue, OD600, 48 h; response scale: 0% DMSO, 100% iron-clioquinol control; Potency, µM (series often up to 46.1 µM), for the others: top-dose growth rescue, most hits filed as activators; actives 0.063% (n = 410,000); AID 1347071, 2019; also: potency is read from the fitted curve at half-maximal effect; nearly all actives have a fitted effect of over 55% in size
#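 Growth rescue measured by 600 nm absorbance after 48 h yeast culture at 30 C with compound. Values normalized between DMSO and an equimolar ferric chloride plus clioquinol control.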
# CCT chaperon mod = High-Throughput Screening for Modulators of Cytosolic Chaperonin Activity. purified chaperonin ATPase assay, HTRF ADP detection, 30 min. activity change, % (concentration not given with the values), hits read low. actives 0.3% (n = 360,000); in the data active = activity change below about -30%; also: % is scaled to controls: 0 for no effect and ±100 for the full control effect
#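 TRiC at 40 or 20 nM final (batch-dependent) in 30 mM Tris pH 7.4, 100 mM KCl, 5 mM MgCl2, 1 mM DTT, with compound at single 76 uM and 10 uM ATP, 30 min at 37 deg C. ADP detected by HTRF Transcreener, 665/615 ratio.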
# A549 tox = Nrf2 qHTS screen for inhibitors: counterscreen for cytotoxicity | A549 ARE-Fluc cells, CellTiter-Fluor viability, 18-24 h | Potency, µM (highest dose often 46 µM), for the others: at the top dose activity change, negative = cytotoxicity, hits mostly inhibitors | actives 0.16% (n = 390,000) | AID 504648, 2011; also: potency is read from the fitted curve at half-maximal effect; % is scaled to controls: 0 for no effect and ±100 for the full control effect
#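 A549 ARE_Fluc cells in 5% FBS OPTI-MEM were exposed to compounds in concentration-response for 18-24 h at 37 deg C. Viability was read by CellTiter-Fluor fluorescence (Ex 405/Em 525) after 30 min, before the luciferase read.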
# HepG2 viability = qHTS for Inhibitors of TGF-b: Cytotox Counterscreen; HepG2 CAGA-GFP viability, ATP luminescence, 18 h; Potency, µM (doses to about 46.1 µM), without a hit: at the highest dose activity change, negative = cytotoxicity, usual class: cytotoxic; actives 0.76% (n = 410,000); also: potency is read from the fitted curve at half-maximal effect; some results filed as inactive show a strong effect at the top dose
#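 CellTiter-Glo luminescence gave cytotoxicity after 18 hours at 37 degrees C. The cells were HepG2 CAGA-GFP in 1% FBS DMEM, stimulated with 500 pg/mL TGF-beta after compound addition. %Activity was normalised to no-cell wells (complete cell-killing) and DMSO (no toxicity), and curves were fitted and classified.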
# MmCpn inh = Inhibitors of TCP-1 ring complex (TRiC) of Methanococcus maripaludis (MmCpn): qHTS; Chaperonin Mm-Cpn (Methanococcus maripaludis); Potency, µM (series often up to 76.9 µM), for the others: at the top dose activity, negative = inhibition, actives largely listed as inhibitors; actives 0.031% (n = 330,000); AID 504842, 2011; purified Mm-Cpn ATPase, ADP Transcreener TR-FRET; also: potency is read from the fitted curve at half-maximal effect; % is scaled to controls: 0 for no effect and ±100 for the full control effect; nearly all actives have a fitted effect of over 80% in size
#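 25 nM Mm-CPN + cpd, 10 min 37°C; + 10 uM ATP, 30 min 37°C; buffer 30 mM Tris pH 7.4, 100 mM KCl, 5 mM MgCl2, 1 mM DTT; Transcreener ADP HTRF detection 30 min RT.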
# Nrf2 activator = qHTS of Nrf2 Activators. AID 624171, 2012. Potency, µM (titrated, usually from 46.1 µM), for the others: at the highest dose activation, hits mostly activators. AREc32 ARE-luciferase reporter (MCF7-derived line), luminescence, 24 h. actives 0.31% (n = 410,000); also: potency is read from the fitted curve at half-maximal effect; % of control where 0% means no effect; nearly all actives have a fitted effect of over 65% in size
#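 Each well held 1000 AREc32 cells, which were incubated with compound for 24 hr at 37 deg C after overnight attachment, and ARE reporter activity was quantified by firefly luciferase luminescence.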
# TGFb SMAD3 inh = qHTS for Inhibitors of TGF-b. HepG2 CAGA-GFP TGF-b/SMAD3 reporter, GFP fluorescence, 18 h; TGF-beta stimulated, 500 pg/mL final. Potency, µM (doses to about 46.1 µM), without a hit: top-dose activity, negative = inhibition, hits mostly inhibitors. actives 1.2% (n = 410,000). AID 588855, 2011; also: potency is read from the fitted curve at half-maximal effect; % is scaled to controls: 0 for no effect and ±100 for the full control effect; nearly all actives have a fitted effect of over 65% in size
#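 Per well, imaged GFP fluorescence of HEPG2 CAGA-GFP cells gives the signal; cells get compound, then TGF-beta (500 pg/mL final), 18 h at 37 degrees C; %Activity versus -TGF-beta and +DMSO controls.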
# Nrf2 block = Nrf2 qHTS screen for inhibitors | A549 ARE-Fluc reporter, luciferase luminescence, 18-24 h | Potency, µM (doses to about 46 µM), without a hit: at the top dose activity change, negative = inhibition, actives largely listed as inhibitors | actives 2.1% (n = 360,000) | AID 504444, 2011; also: potency is read from the fitted curve at half-maximal effect; % is scaled to controls: 0 for no effect and ±100 for the full control effect; nearly all actives have a fitted effect of over 60% in size
#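 Nrf2 activity is the BugLite luminescence, read 15 min after reagent at room temperature, following CellTiter-Fluor cytotoxicity readout (30 min, 37C). Compound titrations were applied for 18-24 h to 5000 A549 ARE_Fluc cells/well in 5% FBS OPTI-MEM.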
# * hit, by the source's call; i = inactive; ? = inconclusive; . = no result given; & = joins results of further samples; [ ] = remark or other dose. Unless noted, calls follow the shape of the dose curve; as a rule, active = well fitted curve in the direction sought with a large enough effect; inconclusive = small, poorly fitted or top-dose-only effect, or another doubt; inactive = no such curve, though single readings can be large; an effect the other way counts as inactive or inconclusive.
SMILES,Akt phos inh,Abeta rescue,CCT chaperon mod,A549 tox,HepG2 viability,MmCpn inh,Nrf2 activator,TGFb SMAD3 inh,Nrf2 block
CCOC(=O)C1(C)CCN1C(=O)c1ccc(F)c(Cl)c1 (stereo not given),i,-3%,-0.2,.,-6%,.,0.7%,-28%,.
COc1ccccc1/C=C/c1nc(C#N)c(N2CCN(c3ccccc3)CC2)o1,.,-16%,.,?,-15%,.,-0.1%,3%,28%
O=C(CCNC(=O)Cn1ccc2ccccc2c1=O)NCCCN1CCN(c2ccccc2F)CC1,i,0%,-1.3,2%,-11%,-1%,-0.3%,-1%,-13%
CCC(C)NC(=O)c1ccc2c(c1)N(Cc1ccccc1)C(=O)CS2 (stereo not given),i,6%,0.2,-15%,-8%,2%,0.2%,5%,-18%
CCCCc1c(-c2ccccc2Br)ncn1CCc1ccccc1OC,i,15%,-1.5,.,.,.,-0.1%,.,.
CC1CCCCN1CCNC(=O)c1ccc2c(c1)N(Cc1ccccc1F)C(=O)c1ccccc1S2=O (stereo not given),i,-1%,-2.1,4%,-21%,-1%,7.2%,-29%,-9%
CC(=O)Nc1cc(-c2nn(CC(=O)N3CCCCC3)c(=O)c3ccccc23)ccc1N1CCOCC1,i,-7%,-6.8,2%,0%,-4%,-0.3%,-3%,-27%
CC(=O)Nc1ccc(NC(=O)C(C)OC(=O)CCN=C2NS(=O)(=O)c3ccccc32)cc1 (stereo not given),i,-2%,0.5,-1%,-8%,1%,0.0%,11%,4%
Cc1cc(C(=O)NCc2ccc(F)cc2)c2ccccc2n1,i,2%,1.9,-2%,-6%,1%,-0.5%,-7%,-10%
COc1cccc(C(=O)CN(C(=O)c2ccc(Cl)c(Cl)c2)N2C(=O)c3ccccc3C2=O)c1,.,1%,0.2,3%,-14%,0%,-0.8%,0%,.
CC(C)C(c1nnnn1Cc1ccccc1)N1CCc2ccccc2C1 (stereo not given),i,4%,1.6,10%,-6%,-8%,0.0%,0%,2%
C(=N\Nc1nc(Nc2ccccc2)nc(Nc2ccccc2)n1)/c1ccncc1,i,9%,-3.4,2%,13µM*,-12%,2.3%,?,7%

# As a short view, part of the list above:
SMILES,Akt phos inh,Abeta rescue,CCT chaperon mod,A549 tox,HepG2 viability,MmCpn inh,Nrf2 activator,TGFb SMAD3 inh,Nrf2 block
CC(C)C(c1nnnn1Cc1ccccc1)N1CCc2ccccc2C1 (stereo not given),i,4%,1.6,10%,-6%,-8%,0.0%,0%,2%
C(=N\Nc1nc(Nc2ccccc2)nc(Nc2ccccc2)n1)/c1ccncc1,i,9%,-3.4,2%,13µM*,-12%,2.3%,?,7%

# Other entries follow:
SMILES,Akt phos inh,Abeta rescue,CCT chaperon mod,A549 tox,HepG2 viability,MmCpn inh,Nrf2 activator,TGFb SMAD3 inh,Nrf2 block
COCCCNC(=S)N1CCC(NC(=O)Nc2ccc(C)cc2)CC1,i,-9%,-2.3,0%,-3%,-1%,-0.9%,2%,-21%
O=C(Cc1ccccc1)NCC(=O)N/N=C/c1ccc([N+](=O)[O-])s1,i,14%,1.1,-18%,16µM*,-1%,-0.4%,?,?
CCS(=O)(=O)c1ccc2oc(SCC(=O)Nc3ccc(OC)cc3OC)nc2c1,i,4%,-0.4,-1%,-7%,0%,5.6%,?,-4%
O=C(Cn1cc(S(=O)(=O)Cc2ccccc2F)c2ccccc21)NCc1ccccc1,.,-3%,.,3%,-11%,.,0.8%,0%,?
Cc1c(C(=O)OCC(=O)NCc2ccccc2)oc2ccccc12,i,-6%,-0.8,11%,-11%,-1%,-0.1%,-6%,-22%
CC1CCC2C(=O)N(c3ccc(Cc4ccncc4)cc3)C(=O)C2C1 (stereo not given),i,4%,-2.8,-14%,-31%,0%,-0.5%,?,10µM*
COc1ccc(OC)c(CCNC(=O)CS(=O)(=O)Cc2nc(-c3cccc(Cl)c3)oc2C)c1,.,4%,.,-3%,-42%,.,-0.6%,16µM*,?
COc1ccccc1CNC(=O)C(NC(=O)c1ccccc1)C(C)C (stereo not given),i,22%,0.1,0%,6%,0%,-0.4%,-1%,14%
C=CCNC(=O)c1ccccc1NC(=O)c1ccc(Cl)c(S(=O)(=O)Nc2ccccc2)c1,-88%*,4%,0.5,-2%[1.84 µM],-26%,-2%,2.2%,?,?
Cc1ccnc2nc(C(=O)N3CCN(S(=O)(=O)c4ccccc4)CC3)nn12,i,3%,-2.5,-8%,-16%,-2%,-0.6%,-1%,-2%
CCOc1ccc2[nH]cc(-c3csc(N)n3)c2c1,i,-8%,-1.5,-7%,-2%,-3%,-0.4%,-27%,-14%
O=[N+]([O-])c1cccc(SSc2cccc([N+](=O)[O-])c2)c1,i,-93%[inhibitor],-0.9,-3%,-25%,.,?,?,-7%

# One compound at a time, as listed above.
# Cc1c(C(=O)OCC(=O)NCc2ccccc2)oc2ccccc12 is listed as Akt phos inh = i; Abeta rescue = -6%; CCT chaperon mod = -0.8; A549 tox = 11%; HepG2 viability = -11%; MmCpn inh = -1%; Nrf2 activator = -0.1%; TGFb SMAD3 inh = -6%; Nrf2 block = -22%
# COCCCNC(=S)N1CCC(NC(=O)Nc2ccc(C)cc2)CC1 is listed as Akt phos inh = i; Abeta rescue = -9%; CCT chaperon mod = -2.3; A549 tox = 0%; HepG2 viability = -3%; MmCpn inh = -1%; Nrf2 activator = -0.9%; TGFb SMAD3 inh = 2%; Nrf2 block = -21%

# Following part:
SMILES,Akt phos inh,Abeta rescue,CCT chaperon mod,A549 tox,HepG2 viability,MmCpn inh,Nrf2 activator,TGFb SMAD3 inh,Nrf2 block
O=C(N/N=C/c1c[nH]c2ccccc12)C1CC1c1ccccc1 (stereo not given),i,-1%,-0.4,-10%,-34%,2%,13%,?,?
O=C(CCCC(=O)OCC1CCCO1)OCC1CCCO1 (stereo not given),i,12%,-0.2,5%,-22%,3%[15.4 µM],-0.1%,10%,-1%
COc1ccc(N2CCN(C(=O)CN3C(=O)NC4(CCCCCC4)C3=O)CC2)cc1,i,-4%,-3.1,2%,-7%,-1%,-0.7%,-9%,-3%
Cc1cccc(CSc2cn(CC(=O)N3CCOCC3)c3ccccc23)c1,i,18%&19%,-3.9,-1%&-2%,-28%&-11%,0%,5.6%&4.4%,0%&-10%,?
O=C(C1CCC1)N1CCc2cc(S(=O)(=O)Nc3ccc4c(c3)OCO4)ccc21,i,-2%,-0.1,-8%,-17%,2%,0.4%,-4%,10µM*
Cc1ccn(CCNC(=O)C2CCC(=O)N(Cc3ccc(Cl)cc3)C2)n1 (stereo not given),i,5%,-2.4,8%,-11%,1%,-0.2%,-8%,3%
COCc1c(C(=O)N2CCN(Cc3c(F)cccc3Cl)CC2)oc2ccccc12,i,16%,-1.5,2%,-2%,-1%,0.2%,-3%,-18%
CC(OC(=O)C1=COCCO1)C(=O)Nc1ccccc1C#N (stereo not given),i,-15%,-0.6,-2%,5%,2%,0.0%,2%,-7%
Cc1cc(N2CCN(c3nc(-c4ccc([N+](=O)[O-])cc4)cs3)CC2)c2ccccc2n1,i,-32%,1.2,-9%,-12%,-2%,5.8%,16%,?
Cc1ccc(S(=O)(=O)N2CCOCC2)cc1C(=O)Nc1ccc2c(c1)CCC2,i,11%,2.2,3%,1%,2%,0.0%,-5%,4%
COc1ccc(CNC(=O)c2cc(-c3ccco3)on2)cc1,i,18%,-1.4,2%,-14%,0%,0.1%,26%,?
COc1ccc(CCNC(=O)COC(=O)C2CC2C)cc1 (stereo not given),i,8%,1.7,7%,3%,1%,-0.1%,9%,2%
C/C(CC(=O)Nc1cccc(C(F)(F)F)c1)=N\NC(=O)C(=O)NCC(C)C,i,0%,0.0,0%,-2%,-2%,0.6%,10%,2%
Cc1ccc(-c2c[n+](Cc3cccc(Cl)c3)c3n2CCC3)cc1,i,-10%,-0.8,-9%,-18%,1%,-0.2%,1%,?
COc1ccc(OCC(=O)OCC(=O)NCc2ccco2)cc1,i,-5%,-1.1,8%,-15%,2%,-0.6%,3%,.
CC(C)c1ccccc1N1CC(C(=O)O)CC1=O (stereo not given),i,0%,-2.5,0%,3%,0%,0.3%,-6%,3%
O=C(NCCN1CCN(c2ccccc2F)CC1)c1cccn2c(=O)c3ccccc3nc12,i,11%,0.8,14%,0%,-2%,0.8%,19%,19%
COCCNC(=S)Nc1ccc(N2CCOCC2)c(S(=O)(=O)Nc2ccccc2OC)c1,i,-2%,-1.8,0%,1%,2%,-0.3%,-18%,20%
Cc1cc(C)c(S(=O)(=O)N2CCOC2CNC(=O)C(=O)NCCN2CCOCC2)c(C)c1 (stereo not given),i,0%,-1.4,4%,-55%,-5%,-0.6%,0%,-15%
O=C(NC(=S)NCC1CCCO1)c1ccc(Br)o1 (stereo not given),i,-3%,2.8,-4%,0%,1%,3.8%,6%,?
Fc1ccc(Cn2c(SCc3ccc(F)c(C(F)(F)F)c3)nnc2C(F)(F)F)cc1,i,5%,2.8,?,-3%,0%,0.3%,?,.
COc1ccc(C(=O)Nn2c(C)nc3ccccc3c2=O)c(OC)c1,i,-16%,-1.3,-6%,5%,0%,0.2%,-11%,-3%
COc1ccc(OC)c(S(=O)(=O)Nc2ccc(C(C)=O)cc2)c1,i,-3%,-1.2,-8%,-26%,-1%,0.3%,-7%,11%

# An unsorted share of the library (roughly 4.3% active in at least one column).
